Source: PubChem BioAssay
GALK inhibitor = inhibitors of human galactokinase | 270,000 compounds, 0.007% hits | P51570 | Potency, µM (series often up to 57.5 µM), for the others: top-dose activity change, negative = inhibition, hits mostly inhibitors | AID 1868 | Purified GALK, Kinase-Glo residual ATP luminescence; note: potency is the fitted concentration of half-maximal effect; % is set by controls: 0 for no effect and ±100 for the full control effect
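Human GALK (5 nM) with 35 uM ATP and 100 uM galactose in 20 mM HEPES pH 8.0, 5 mM MgCl2, 60 mM NaCl, 1 mM DTT, 0.01% BSA. After 1 h at room temperature, leftover ATP was read by Kinase-Glo Plus luminescence.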
FBPA coupling cs = counter-screen for Giardia aldolase inhibitors: coupling enzyme system; coupling enzyme system counterscreen, AmpLite Red fluorescence; activity change, negative = inhibition, % at 58.2 µM, hits read low; 290,000 compounds, 0.67% hits; AID 2472; in the data active = activity change below about -30%; note: % is set by controls: 0 for no effect and ±100 for the full control effect
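Fluorescence at 525 nm excitation and 598 nm emission measured inhibition of the coupled detection system without aldolase. Compounds (at 57.5 uM final) were preincubated 10 min at room temperature with coupling enzyme reagent before a 20 min substrate/AmpLite Red step.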
KCNH2 3.1 inh = KCNH2 3.1 (human) potassium channel inhibition | activity change, % (tested at about 1.8 µM) | 340,000 compounds, 0.95% hits | U2OS KCNH2 3.1, thallium flux FluxOr; stronger effect = lower value;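 active = maximum activity change below -70%; inconclusive = maximum activity change from -70% to -50%; inactive = maximum activity change above -50%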;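 note: thallium influx rate constant from kinetic fluorescence after stimulation buffer; % is set by controls: 0 for no effect and ±100 for the full control effect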
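Kinetic fluorescence (2 min after stimulation buffer) measures Tl+ influx through KCNH2 3.1 expressed by viral transduction in U2OS cells; the rate constant is normalized against DMSO controls serving as positive and negative references.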
TRPV1 ag = human TRPV1 agonism | TRPV1-expressing cells, Fluo-8 calcium influx, agonist mode | AID 540275 | 320,000 compounds, 0.19% hits | activation, % at 8.33 µM | Q8NER1; in the data active = activation above about 80%; inconclusive = between about 30% and that limit; note: 0% is about no effect
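Fluo-8 calcium influx in TRPV1-expressing cells, kinetic read (ex 480/em 520 nm). Compound added and read 3 min for agonist activity, followed by capsaicin at EC20 final and 2 min further read for enhancement.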
KCNH2 WT inh = inhibitors of human wildtype KCNH2 potassium channel. Q12809. U2OS, BacMam KCNH2, thallium flux FluxOr; stronger effect = lower value. activity change, % at 1.84 µM. 340,000 compounds, 0.37% hits. AID 720551;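 active = maximum activity change below -70%; inconclusive = maximum activity change between -70% and -50%; inactive = maximum activity change above -50%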; note: % is set by controls: 0 for no effect and ±100 for the full control effect
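U2OS cells transduced with wild-type KCNH2 virus are loaded with FluxOr dye for 45 min, and thallium flux is measured in kinetic reads before and after stimulation buffer. Rate constants are normalized to DMSO controls.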
Menin-MLL TR inh = inhibitors of human menin-MLL interaction, mutant MLL peptide; O00255; Menin + Texas Red MLL mutant peptide, fluorescence polarization; Potency, µM (doses to about 61.6 µM), for inactives: top-dose FP activity change, negative = inhibition, actives largely listed as inhibitors; 270,000 compounds, 0.23% hits; AID 1768; active = well fitted inhibition curve with a large enough effect in the polarisation, with a control signal flat, not every such curve was filed as active; inconclusive = small, poorly fitted or top-dose-only effect, or effect the other way, or a change in a side signal; inactive = no such curve, though single readings can be large or run the other way; the % refers to the polarisation; note: potency is the fitted concentration of half-maximal effect; % of control where 0% means no effect; many of its hits are not listed in these tables
CXXC DNA block = MLL CXXC-DNA interaction inhibition; MLL-CXXC / FITC-HOXA9 DNA fluorescence polarization; Potency, µM (doses to about 115 µM), for inactives: at the top dose activity change, negative = inhibition, most hits filed as inhibitors; 290,000 compounds, 0.037% hits; active = well fitted inhibition curve with a large enough effect in the polarisation, with a control signal flat, not every such curve was filed as active; inconclusive = small, poorly fitted or top-dose-only effect, or effect the other way, or a change in a side signal; inactive = no such curve, though single readings can be large or run the other way; the % refers to the polarisation; note: potency is the fitted concentration of half-maximal effect
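Purified MLL-CXXC (added from a 7 uM solution) was preincubated 5 min at ambient with pinned compounds in 50 mM Tris-HCl pH 7.5, 50 mM NaCl, 1 mM DTT, 0.05% BSA. Fluorescein-labeled HOX-A9 DNA (50 nM solution) followed, 30 min, then polarization read.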
Giardia killer = Giardia lamblia killing; activity change, % at 7.66 µM, hits read low; 340,000 compounds, 0.15% hits; Giardia lamblia trophozoite viability; in the data active = activity change below about -80%; inconclusive = between about -30% and that limit;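 note: parasites exposed to compound for two days anaerobically before the ATP read; % is set by controls: 0 for no effect and ±100 for the full control effect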
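Luminescence from cellular ATP indicates surviving trophozoites (100 cells/well) following 48 hrs anaerobic compound treatment at 37 deg C; signal develops 15-30 min at room temperature.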
B2AR arrestin = recruits beta-arrestin to the human beta2-adrenergic receptor; P07550; beta-arrestin recruitment to beta2AR, cell-based reporter; Potency, µM (titrated, usually from 46.1 µM), for the others: at the top dose activation, actives largely listed as activators; 330,000 compounds, 0.02% hits; AID 492947;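 note: potency is the fitted concentration of half-maximal effect; 0% = DMSO controls and full agonism = EC100 isoproterenol or metaproterenol; nearly all actives have a fitted effect of over 65% in size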
Target sequence (P07550 whole entry, looked up): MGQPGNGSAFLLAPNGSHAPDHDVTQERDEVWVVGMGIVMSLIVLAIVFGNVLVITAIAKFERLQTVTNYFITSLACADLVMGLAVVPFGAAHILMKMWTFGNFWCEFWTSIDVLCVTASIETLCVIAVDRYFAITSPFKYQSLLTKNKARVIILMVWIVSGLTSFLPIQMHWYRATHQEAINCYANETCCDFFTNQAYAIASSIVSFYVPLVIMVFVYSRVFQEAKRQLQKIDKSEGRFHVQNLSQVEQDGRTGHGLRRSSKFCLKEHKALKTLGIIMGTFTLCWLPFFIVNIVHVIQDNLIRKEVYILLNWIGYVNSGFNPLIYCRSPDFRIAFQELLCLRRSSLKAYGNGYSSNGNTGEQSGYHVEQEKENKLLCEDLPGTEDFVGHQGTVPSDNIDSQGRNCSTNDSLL
USP2a inh = blocks human ubiquitin-specific protease USP2a | O75604 | USP2 core, Ub-CHOP2 coupled fluorogenic reporter, 485/531 | Potency, µM (highest dose often 38.3 µM), inactives show at the top dose activity change, negative = inhibition, most hits filed as inhibitors | 330,000 compounds, 0.01% hits;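 note: potency is the fitted concentration of half-maximal effect; plate controls were DMSO wells for no effect and full inhibition by NEM control for full effect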
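Cell-free coupled assay: 10nM USP2 core preincubated 30min RT with compound in Tris-HCl pH 8.0/CaCl2/CHAPS buffer, then 25nM Ub-CHOP2 and 25nM reporter substrate; fluorescence (Ex 485/Em 531) read after 60min RT, normalized to NEM inhibition, concentration-response curves fitted.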
PKM2 activator = increases activity of human pyruvate kinase M2 | 260,000 compounds, 0.34% hits | purified PKM2, Kinase-Glo ATP luminescence, activation; response scale: 0% is enzyme alone, no compound | Potency, µM (top dose mostly 57.5 µM), for the others: at the highest dose activation, actives largely listed as activators | P14618; note: potency is the fitted concentration of half-maximal effect; % is set by controls: 0 for no effect and ±100 for the full control effect; nearly all actives have a fitted effect of over 55% in size
Target sequence (P14618 whole entry, looked up): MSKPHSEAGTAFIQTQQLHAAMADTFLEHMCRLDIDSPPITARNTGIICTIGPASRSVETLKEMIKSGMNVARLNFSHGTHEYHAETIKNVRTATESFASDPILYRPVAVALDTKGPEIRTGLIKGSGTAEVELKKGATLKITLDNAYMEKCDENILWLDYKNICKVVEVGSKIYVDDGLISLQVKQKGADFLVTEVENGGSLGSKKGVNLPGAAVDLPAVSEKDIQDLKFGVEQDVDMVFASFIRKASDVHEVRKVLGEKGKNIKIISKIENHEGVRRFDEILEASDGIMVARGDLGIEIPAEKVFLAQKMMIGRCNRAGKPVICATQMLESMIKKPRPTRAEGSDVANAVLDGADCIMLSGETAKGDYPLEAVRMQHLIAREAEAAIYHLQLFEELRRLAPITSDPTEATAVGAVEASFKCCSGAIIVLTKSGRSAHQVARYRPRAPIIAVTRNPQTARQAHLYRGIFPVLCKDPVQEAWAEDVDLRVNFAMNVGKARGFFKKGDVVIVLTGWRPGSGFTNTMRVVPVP
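hPK-M2, >95% pure; 0.1 mM ADP / 0.5 mM PEP final; imidazole pH7.2 buffer w/ 7 mM MgCl2, 50 mM KCl; 1 h RT; Kinase-Glo lum. Intermediate enzyme activity for dual inhibitor/activator qHTS.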
Numbers without * were called inactive; i = inactive; ? = inconclusive; / = no result given; [ ] = dose if it differs, or a comment. Unless noted, calls come from the whole dose curve; as a rule, active = well fitted curve in the direction sought with a large enough effect; inconclusive = small, poorly fitted or top-dose-only effect, or another doubt; inactive = no such curve, though single readings can be large; an effect the other way counts as inactive or inconclusive.

SMILES	GALK inhibitor	FBPA coupling cs	KCNH2 3.1 inh	TRPV1 ag	KCNH2 WT inh	Menin-MLL TR inh	CXXC DNA block	Giardia killer	B2AR arrestin	USP2a inh	PKM2 activator
CCOc1ccc(S(=O)(=O)N2CCC(C(=O)NCc3cccnc3)CC2)cc1C	-2%	0	-10	0	0	-1%	-3%	2	-0.7%	1%	12%
CCN(c1ccccc1)S(=O)(=O)c1ccc(Cl)c(C(=O)N2CCCC2)c1	/	/	12	6	2	/	/	6	-1.6%	1%	/
Cc1cc(C2C(C#N)=C(N)Oc3n[nH]c(C)c32)c(C)s1 (stereo not given)	0%	/	-2	4	1	18%	0%	-8	-0.8%	0%	10%
CCN(CC)S(=O)(=O)c1ccc(NC(=O)COC(=O)CN2C(=O)c3ccccc3C2=O)cc1	-2%	-1	15	3	7	0%	5%	-5	0.9%	2%	-2%
CCOC(=O)Cn1c2c(c(=N)c3ccccc31)CCC2	0%	-12	-20	4	-4	9%	14%	11	-0.3%	1%	-2%
Cc1cc(C)cc(C(=O)NCC(=O)OCC(=O)c2cc(C)n(CC(F)(F)F)c2C)c1	/	0	0	7	i	2%	18%	-1	0.9%	1%	-1%
COc1ccccc1N(C)S(=O)(=O)c1ccc(C)c(C(=O)Nc2nccs2)c1	/	/	8	7	1	/	/	29	0.1%	1%	/
CC1=CC(C)(C)N(C(=O)CNC2CCCCC2)c2cc(C)ccc21	4%	1	-5	25	-2	?	3%	0	-0.7%	-5%	-3%
Cc1ccc(-n2c(-c3ccco3)n[nH]c2=S)cc1	4%	7	-3	-5	7	4%	-6%	5	0.4%	1%	-10%
O=C(NC(=S)NCCCN1CCOCC1)c1ccc([N+](=O)[O-])cc1	/	0	-1	-2	2	-17%	-4%	-10	0.1%	0%	1%
Nc1c(Cl)ncnc1NCc1cccnc1	/	0	22	-1	24	5%	5%	8	-0.1%	2%	/
CN(C)c1nc(Nc2ccc(Cl)cc2)nc(OCC#N)n1	-1%	-5	6	-6	11	26%	-6%	-12	-0.2%	-3%	-17%
Cc1noc(C)c1NC(=O)Nc1ccc2c(c1)C(=O)N([C@H](C)CO)C[C@H](C)[C@@H](CN(C)S(=O)(=O)c1ccc(F)cc1)O2	/	/	24	/	5	/	/	21	-0.2%	3%	/
CC(C)(C)OC(=O)N1CCN(C(=O)c2[nH]cnc2C(=O)Nc2ccc(Cl)cc2)CC1	/	/	-9	/	-11	/	/	-3	2.9%	-4%	/
CCC(=O)Nc1ccc(Oc2ccc3c(c2)C(=O)NC3=O)cc1	0%	-1	5	0	-1	18%	9%	-5	4.5%	-1%	-3%
OC[C@H]1O[C@@H](n2cnc3c(NC4CCCC4)nc(Cl)nc32)[C@H](O)[C@@H]1O	/	/	-7	-5	18	/	/	1	0.3%	1%	/
Cc1cc(C)c(C(=O)COC(=O)Cn2c(C)csc2=O)cc1C	-4%	/	-3	11	10	/	-1%	20	-0.4%	0%	-6%
C/C(CC(=O)NC12CC3CC(CC(C3)C1)C2)=N\NC(=O)Cc1cccs1	1%	0	12	6	-2	-21%	-6%	-3	0.6%	0%	-1%
Cc1c(O)ccc2c(=O)c(Oc3ccccc3)coc12	/	2	-12	2	3	15%	-4%	-19	-0.8%	3%	/
CC(C)CC(OC(=O)c1ccco1)C(=O)NC1CCCCC1 (stereo not given)	2%	6	5	26	33	?	4%	7	-0.4%	1%	-18%
O=C1CC(c2ccco2)Cc2nc(Nc3nc(-c4ccccc4)c4ccccc4n3)ncc21 (stereo not given)	-1%	7	-1	1	7	29%	10%	34[activator]	-0.3%	-5%	12%
C=C(C)CSC1=C(C#N)C(c2ccsc2)CC(=O)N1 (stereo not given)	-1%	-6	-2	-1	-5	3%	-4%	3	0.0%	0%	-4%
CC(C)C(NC(=S)Nc1ccccc1)C(=O)O (stereo not given)	1%	9	0	-7	1	-8%	-1%	6	-2.9%	2%	7%
CCc1cccc(CC)c1NC(=S)NCCc1ccc(O)c(O)c1	10%	-7	-4	13	-8	3%	-2%	-4	0.0%	-1%	22µM*
CCN1CCN(S(=O)(=O)c2cccc3nsnc23)CC1	-4%	0	6	1	-15	4%	31%[activator]	-4	0.1%	2%	6%

(list continues)
SMILES	GALK inhibitor	FBPA coupling cs	KCNH2 3.1 inh	TRPV1 ag	KCNH2 WT inh	Menin-MLL TR inh	CXXC DNA block	Giardia killer	B2AR arrestin	USP2a inh	PKM2 activator
Cc1ccc(-n2ccnc(SCC(=O)NC3CCCC3)c2=O)cc1F	/	/	13	4	-17	/	/	2	-0.6%	1%	/
COc1cc2c(cc1OC)C(c1cc3cc(C)ccc3[nH]c1=O)N(C(=O)c1ccco1)CC2 (stereo not given)	16%	2	-1	1	-5	?	-5%	-4	-0.4%	0%	-5%
O=C1CC(N2CCN(c3ccccc3)CC2)C(=O)N1Cc1ccc(Cl)cc1 (stereo not given)	0%	-3	-15	17	/	?	15%	9	0.0%	-5%	-3%
COc1ccc(CCNC(=O)C2CCCN2C(=O)Nc2ccc(C)cc2)cc1OC (stereo not given)	2%	-2	0	-4	0	5%	-9%	-25	-0.1%	2%	-1%
COC(=O)c1cc(NC(=O)C2CC=CCC2C(=O)O)cc(C(=O)OC)c1 (stereo not given)	1%	7	6	-1	1	13%	1%	-7	0.4%	0%	7%
CCOC(=O)c1nc(N2CCN(C(=O)OCC)CC2)c2c3c(sc2n1)CCCC3	3%	-4	-4	?	6	-22%	0%	5	-0.1%	-10%	-3%
COC(=O)c1c(C)oc(C)c1S(=O)(=O)NCC1CC1	0%	3	1	/	1	/	13%	-15	-0.8%	0%	2%
c1ccc2c(c1)[nH]c1c(N3CCOCC3)ncnc12	1%	-1	11	1	-3	-10%	-7%	-5	-0.2%	1%	1%
CC(C)(C)N1CC(C(=O)Nc2ccc(S(=O)(=O)N3CCCCC3)cc2)CC1=O (stereo not given)	/	/	-6	-1	7	/	/	43[activator]	0.0%	1%	/
Cc1ccc(NC(=O)COc2coc(CN3CCN(c4ccccc4)CC3)cc2=O)cc1	/	/	8	1	-11	/	/	8	0.1%	2%	/
COc1ccccc1CNC(=O)C1CCC1	1%	1	-8	2	-6	-6%	5%	-7	-3.6%	2%	-5%
CCOc1ccccc1N1CCN(Cc2cccc(OC)c2O)CC1	-2%	-2	4	?	16	?	0%	17	0.0%	-1%	-4%
NS(=O)(=O)c1ccc(CCNc2ccccc2[N+](=O)[O-])cc1	1%	-1	-1	1	-4	9%	-1%	0	-0.2%	-1%	1%
CN(C(=O)c1ccc2c(=O)n3c(nc2c1)CCCCC3)c1ccccc1F	-2%	-1	4	1	1	-14%	1%	0	0.0%	4%	/
COc1ccc(NC(=O)c2ccco2)cc1NC(=O)c1cccc(F)c1	14%	3	-3	2	-6	2%	0%	-2	0.0%	2%	10%
Cc1ccc2nc(-c3ccc(NC(=S)NC4CC(C)(C)NC(C)(C)C4)cc3)sc2c1	0%	-1	-2	-2	2	11%	?	11	-0.1%	-12%	-4%
CN(C)c1nc(C=C(C#N)C#N)c(Cl)n1-c1ccc(F)cc1	-2%	0	-15	-3	9	-26%	-4%	1	0.5%	-1%	-2%
Cc1ccc(-c2cc(C(=O)Nc3c(C#N)cnn3C)no2)cc1	-1%	4	6	0	-1	-16%	-5%	-15	-1.9%	1%	-25%
CCc1nc2c(n1O)CCc1nonc1-2	2%	0	5	-3	3	-12%	-2%	-11	0.1%	4%	-1%
CCOc1cc(/C=C2/C(=N)N3C(=NC2=O)SN=C3S(=O)(=O)C(C)C)ccc1OC(=O)c1ccco1	-24%	/	-16	2	6	/	60%[activator]	-10	0.0%	3%	/
C=CCNc1nnc(Cc2ccc(C(C)C)cc2)c(=O)[nH]1	1%	0	13	0	-1	16%	0%	6	0.3%	2%	/
CCC(c1nnnn1Cc1ccco1)N1CCN(C(=O)c2ccco2)CC1 (stereo not given)	10%	-1	26	1	-2	0%	2%	-15	0.1%	0%	1%
CCN(CC)c1ccc(NC(=O)c2ccco2)c(C)c1	-4%	0	-10	?	-7	3%	7%	2	0.1%	2%	1%
Cc1ccc(SSc2cc(C)ccc2N)c(N)c1	/	/	-11	-2	0	/	/	0	-1.9%	3%	/
O=C(Nc1ccc(N2CCN(C(=O)c3cccs3)CC2)cc1)c1cccc(F)c1	4%	0	-5	1	4	-3%	21%	13	-0.1%	2%	/
COc1ccccc1N(CN1CCCC1=O)C(=O)c1c(F)cccc1Cl	0%	1	-1	-5	-3	-27%	-3%	-8	0.3%	-5%	-9%
Cc1cc(C)cc(N(CC(=O)NC2CCCCC2)C(=O)CNC(=O)c2ccco2)c1	-2%	2	4	-3	-5	-27%	-5%	-15	0.0%	0%	-1%
CCOc1cc(NC(=O)c2ccccn2)c(OCC)cc1NC(=O)c1ccc(Cl)cc1	4%	2	8	4	10	6%	-7%	-2	-0.5%	-1%	2%
Cc1ccc(-c2nn(C)c(=O)c3ccccc23)cc1CNC(=O)CN1CCOCC1	-1%	4	35	16	16	?	5%	0	-0.1%	2%	-6%

These rows are one share of the data, so the mix of outcomes need not match the whole.
